Source: PubChem (National Center for Advancing Translational Sciences (NCATS))
GAA glycogen mod: qHTS Assay for Inhibitors and Activators of Human alpha-Glucosidase Cleavage of Glycogen; Potency, µM (top dose mostly 76.4 µM), inactives show top-dose activity change, negative = inhibition, usual class: inhibitors; recombinant GAA, glycogen substrate, Amplex Red glucose oxidase fluorescence; 300,000 tested, 0.38% active; AID 2100, 2009; active = well fitted inhibition curve with a large enough effect; inconclusive = small, poorly fitted or top-dose-only effect, or another doubt; inactive = no such curve, though single readings can be large or run the other way;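 note: 0% = full enzyme reaction and -100% = no-enzyme basal signal; the screen sought inhibitors and activators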
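Recombinant human enzyme (4 nM); glycogen substrate; 37 C, 40 min, pH 5.0. Readout: coupled glucose oxidase/Amplex Red fluorescence.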
* hit, by the source's call; ? = inconclusive; [ ] = dose if it differs, or a comment. Potency is the fitted concentration of half-maximal effect. A portion of the library; rates above refer to the full screens.

GAA glycogen mod	SMILES
-3%[76.3 µM]	Cc1ccc(S(=O)(=O)c2nc(-c3cccs3)oc2SC(C)c2ccccc2)cc1 (stereo not given)
-9%[76.3 µM]	Cc1c(C)c2ccc(OCC(=O)Nc3ccc(S(N)(=O)=O)cc3)c(C)c2oc1=O
2%	COc1ccc(OC)c2c1cc(C(=O)N[C@@H](C)C(=O)N[C@@H](C(=O)O)c1ccccc1)n2C
-3%[76.3 µM]	Cc1ccc2c(c1)N(CCC(=O)NCc1ccc(F)cc1)C(=O)CO2
-3%[76.3 µM]	CCCCCC(C)NC(=O)CN1C(=O)NC(C)(c2ccc3ccccc3c2)C1=O (stereo not given)
-3%[76.3 µM]	NC(=O)C1CC(=O)N(c2ccc(OCc3ccc([N+](=O)[O-])cc3)cc2)C1 (stereo not given)
2%	CCCN(CCC)CCCNC(=O)c1ccc2c(Cl)c3c(nc2c1)CCC3
9%	CCOc1ccc(S(=O)(=O)Nc2cnc3ccccc3c2)cc1

(list continues)
GAA glycogen mod	SMILES
0%	C[C@H](NC(=O)c1cc2cc(Cl)ccc2n1C)C(=O)N[C@@H](Cc1ccccc1)C(=O)O
-6%[76.3 µM]	c1ccc(CCNCCCOc2cccc3ccccc23)cc1
5%[76.3 µM]	CCCCCOC(=O)CSc1nc2sc3c(c2c(=O)n1-c1ccccc1)CC(C)(CC)OC3 (stereo not given)
10%[76.3 µM]	O=CC1=C(c2ccccc2)Oc2ccccc2O1
4%	C/C(=N\NC(=O)c1ccc(Cl)cc1)c1ccc2[nH]ccc2c1
-13%[76.3 µM]	COc1ccccc1CN(C)C(=O)c1sccc1-c1ccccc1
-11%[76.3 µM]	O=C(Cn1cc(C(=O)c2ccccc2)c(=O)c2cc3c(cc21)OCCO3)Nc1ccc(F)c(F)c1
-20%	O=C(Nc1ncc([N+](=O)[O-])s1)c1ccc2c(c1)OCO2

Carrying on:
GAA glycogen mod	SMILES
0%[76.3 µM]	COc1ccc(S(=O)(=O)NC2CCCC2)c(OC)c1
3%[76.3 µM]	CCc1ccccc1N1CC(c2nc3ccccc3n2CCCOc2ccc(Cl)cc2)CC1=O (stereo not given)
0%[76.3 µM]	COc1cc(CNCc2ccc(OC)c3ccccc23)cc(OC)c1OC
8%	CCCN1CCN(CCNC(=O)Nc2cc(C)ccc2C)CC1
-13%[76.3 µM]	COc1cc(C(=O)NCCC(=O)NC2CCCCC2)cc(OC)c1OC
1%	Cc1cccc(NC(=O)C2CCCN(C(=O)Nc3ccc(F)cc3)C2)c1C (stereo not given)
-2%[76.3 µM]	CC(CC(=O)N(C)C1CCCCC1)S(=O)(=O)c1ccc2c(c1)NC(=O)CO2 (stereo not given)
17%[76.3 µM]	CCn1c(CNC(=O)c2ccc(OC)cc2)nnc1SCC(=O)Nc1cccc(C)c1

Going on with the list.
GAA glycogen mod	SMILES
-7%[76.3 µM]	CC1(C)Cc2c(c(N3CCOCC3)nc3sc(C(=O)Nc4cccc(Cl)c4)c(N)c23)CO1
-2%[76.3 µM]	CCc1ccccc1NC(=O)Nc1nnc(N(CC)c2ccccc2)s1
-4%[76.3 µM]	CCCCn1c(N)c(N(Cc2ccccc2OC)C(=O)c2c(CC)noc2C)c(=O)[nH]c1=O
-3%	COc1cc(C(=O)Nc2nnc(Cc3ccccc3)s2)cc(OC)c1OC
-5%	C#CCOc1ccc(/C=C2/C(=O)ON=C2C)cc1Br
1%[76.3 µM]	COc1ccc(/C=N/NC(=O)c2ccco2)cc1COc1ccc(F)cc1
10%[76.3 µM]	CC(C)c1ccc(NC(=O)NCc2ccccn2)cc1
-1%	O=C(Cc1ccc([N+](=O)[O-])cc1)OCc1ccc([N+](=O)[O-])cc1

(list continues)
GAA glycogen mod	SMILES
16%[76.3 µM]	COc1cc(C2c3c(oc4ccc(F)cc4c3=O)C(=O)N2Cc2ccc3c(c2)OCO3)ccc1O (stereo not given)
0%	COc1ccc(C(C#N)N2CCC(c3ccccc3)=N2)cc1 (stereo not given)
17%[76.3 µM]	CCc1ccc(NC(=O)C(CC)n2nnc(C(=O)OC)c2C(=O)OC)cc1 (stereo not given)
-7%[76.3 µM]	Cc1ccc2[nH]c(O)c(N=Nc3ccccc3C)c2c1
7%[76.3 µM]	CCOc1cc(C(=O)NCc2ccc3c(c2)CCN3C(=O)CC)cc(OCC)c1OCC
14%[76.3 µM]	CCCCOCCCNCc1cccn1CCN1CCOCC1
4%[76.3 µM]	CC(Cc1cnccn1)NC(=O)c1cc(COc2ccc(F)cc2F)on1 (stereo not given)
0%	COc1ccccc1N1C(=O)c2ccc(C(=O)Nc3cccc(C(C)=O)c3)cc2C1=O

The list goes on:
GAA glycogen mod	SMILES
8%[76.3 µM]	COCCNC(=O)CCn1c(=O)c2cc(OC)c(OC)cc2n(CC(=O)Nc2ccc(Cl)cc2F)c1=O
2%	O=C(NC1CCCC1)C(c1ccco1)N(C(=O)c1ccco1)c1ccc(F)cc1 (stereo not given)
-5%	Cc1c(C(=O)N/N=C/c2ccccn2)nnn1-c1nonc1N
-4%[76.3 µM]	COc1ccccc1C(=O)NC(=O)CSc1nnc(C)s1
10%[76.3 µM]	CCN(CC)CCN(Cc1cc2cc3c(cc2[nH]c1=O)OCCO3)C(=S)NC
6%[76.3 µM]	CCCCN(C)C(=O)C1CCC(CNS(=O)(=O)c2ccc3c(c2)CC(C)N3C(C)=O)CC1 (stereo not given)
1%[76.3 µM]	COc1ccccc1CNC1CCN(Cc2ccccc2)CC1
1%[76.3 µM]	Cc1nc2scc(C)n2c(=O)c1S(=O)(=O)N1CCN(c2ccc(F)cc2)CC1

Additional structures
GAA glycogen mod	SMILES
-1%	Cc1ccccc1-n1c(SCC(=O)O)nc2sc3c(c2c1=O)CCCC3
3%[76.3 µM]	CCOCCCNC(=O)c1c(NC(=O)Cc2coc3c(C)c(C)ccc23)sc2c1CCC2
2%[76.3 µM]	O=C(c1cccs1)N1CCN(c2cc(Cl)ccc2Cl)CC1
17%[76.3 µM]	Cc1scc(CN2CCN(c3ccc(F)cc3)CC2)c1C
1%[76.3 µM]	COc1cccc2oc3ccc(C#Cc4ccccn4)cc3c(=O)c12
-20%[76.3 µM]	Cc1ccc(CNC(=O)CC2(CC3=NS(=O)(=O)c4ccccc4N3)CCCC2)cc1
1%	COc1ccc(C(CNc2ccc(C(F)(F)F)cn2)N(C)C)cc1OC (stereo not given)
6%[76.3 µM]	CCOCCCNC(=O)Cn1cc2c(n1)-c1c(oc(C(=O)N3CCCC3)c1C)CC2

Following part.
GAA glycogen mod	SMILES
1%[76.3 µM]	O=C(C1CCCN(c2ncnc3c2nc2n3CCCCC2)C1)N1CCN(c2ccccc2)CC1 (stereo not given)
-3%[76.3 µM]	COc1cc(/C=C2\SC(=Nc3ccc(Cl)c(C(=O)O)c3)NC2=O)c(Br)c(Br)c1O
15%[76.3 µM]	O=C1CN(C(=O)c2cccc([N+](=O)[O-])c2)CC(=O)N1
-4%[76.3 µM]	COc1cc(C(=O)NCc2nc(C)cs2)ccc1OC1CCN(C(C)=O)CC1
12%[76.3 µM]	Cc1nc(-c2ccccc2)sc1-c1ccc(SCC(=O)NCc2ccccc2)nn1
1%[76.3 µM]	CCc1ccc(OCC(=O)OCC(=O)NCCNC(=O)COC(=O)COc2ccc(CC)cc2)cc1
3%	COCCCNC(=O)Cc1ccc(-n2c(C)nc3cccnc32)cc1
-9%	Cc1ccc(O)c(NS(=O)(=O)c2cccc3nsnc23)c1

Not a retest: an excerpt of the list.
GAA glycogen mod	SMILES
12%[76.3 µM]	Cc1nc(-c2ccccc2)sc1-c1ccc(SCC(=O)NCc2ccccc2)nn1
1%[76.3 µM]	CCc1ccc(OCC(=O)OCC(=O)NCCNC(=O)COC(=O)COc2ccc(CC)cc2)cc1

Continuation.
GAA glycogen mod	SMILES
2%[76.3 µM]	COc1cccc(C(=O)NCc2ccc3c(c2)OCO3)c1
4%[76.3 µM]	COc1ccc(COC(=O)c2c(C)nn(-c3ccccc3)c2Cl)cc1
13%[76.3 µM]	O=C(CN1CCCCC1)N/N=C/c1ccc(Cl)cc1Cl
8%[76.3 µM]	Cc1ccc(Sc2ccc(N3CCC(C(=O)Nc4cc(C)cc(C)c4)CC3)nn2)cc1
-4%[76.3 µM]	CC(C)CC(=O)Nc1nc(-c2ccc(S(=O)(=O)N3CCOCC3)cc2)cs1
-15%[76.3 µM]	COc1ccc(C(=O)NCCNc2nc3ccc(C)cc3cc2C#N)cc1
-17%[76.3 µM]	COc1ccc(-c2noc(CSc3nnc(Cc4ccccc4)n3-c3cccc(C)c3)n2)cc1
-1%	Oc1ccc(/C=N/n2c(COc3ccccc3)n[nH]c2=S)c(O)c1

Continuation.
GAA glycogen mod	SMILES
-22%[76.3 µM]	COCCNC(=O)Cn1c(=O)oc2cc(S(=O)(=O)N3CC(C)CC(C)C3)ccc21 (stereo not given)
-7%[76.3 µM]	Cc1ccc(NC(=O)CNC(=O)c2ccc3c(c2)OCO3)nc1
-6%[76.3 µM]	Cc1cccc(CC(=O)Nc2ccon2)c1
-1%[76.3 µM]	Cc1cc(OCC(=O)NCCCn2ccnc2)c2c(C)c(C)c(=O)oc2c1
8%	COc1ccc(CNC(=O)Cn2ccc([N+](=O)[O-])n2)cc1OC
2%[76.3 µM]	C[n+]1ccccc1Nc1cc([N+](=O)[O-])ccc1N
10%[76.3 µM]	Cc1n[nH]c(C)c1S(=O)(=O)N(CC(=O)Nc1ccc(C(F)(F)F)cc1)c1ccc(C(C)C)cc1
-11%[76.3 µM]	CCCC(=O)Oc1cccc(C2NC(=O)c3ccccc3O2)c1 (stereo not given)

Going on with the list:
GAA glycogen mod	SMILES
10%[76.3 µM]	CCc1ccc(C2CC(=O)c3c([nH]c(C(=O)OCCOc4ccccc4)c3C)C2)cc1 (stereo not given)
3%	O=C(NCC1CCCO1)c1ccccc1NS(=O)(=O)c1cccs1 (stereo not given)
-6%	COCCCN1CC(=O)N2C(c3ccccc3)c3[nH]c4ccccc4c3C[C@H]2C1=O (stereo not given in full)
1%[76.3 µM]	COc1ccc(-c2n[nH]c(=S)n2Cc2ccccc2)cc1
9%[76.3 µM]	O=C(C1CCN(S(=O)(=O)c2ccc(Br)s2)CC1)N1CCN(c2cccc(Cl)c2)CC1
-7%[76.3 µM]	O=C(CN1CCN(Cc2ccccc2F)C1=O)NCc1ccccc1
-4%	Nc1nonc1-n1nnc(C(=O)N/N=C/c2ccc(Cl)cc2Cl)c1CN1CCCC1
1%[76.3 µM]	CC(C)=CC(=O)N1CCC(n2nccc2NC(=O)CCc2ccccc2)CC1

(more compounds)
GAA glycogen mod	SMILES
12%[76.3 µM]	Cc1ccc(Cn2c3ccccc3c3cnn(CC(=O)N4CCCCCC4)c(=O)c32)cc1
2%	COc1ccc(Cc2nnc(NC(=O)c3cccc(F)c3)s2)cc1OC
-12%[76.3 µM]	COc1ccc2oc(=O)c(C(=O)NC(C)c3ccccc3)cc2c1 (stereo not given)
-9%[76.3 µM]	COc1ccc(OC)c(CNC(=O)c2nn(-c3ccc(OC)c(Cl)c3)c(=O)c3c2c2ccccc2n3C)c1
13%[76.3 µM]	CCc1ccccc1NS(=O)(=O)c1ccc2c(c1)C(C)(C)C(=O)N2C
12%	NC(=O)c1nsc(C(=O)N(Cc2cccnc2)C(C(=O)NCc2ccc(F)cc2)c2ccc(F)cc2)c1N (stereo not given)
12%[76.3 µM]	COc1cc(NC(=O)c2nc3cc(C)c(C)cc3n(C)c2=O)cc(OC)c1OC
-10%[76.3 µM]	CCOC(=O)C1=C(C)N(CCCCCC(=O)O)C(=O)NC1c1ccc([N+](=O)[O-])cc1 (stereo not given)

(listing goes on)
GAA glycogen mod	SMILES
-11%[76.3 µM]	Cc1ccc(C(=O)CC2(O)C(=O)N(CCc3ccccc3)c3ccc(Br)cc32)cc1 (stereo not given)
0%[76.3 µM]	COc1ccc(N2CCN(C(=O)COc3cccc4ccccc34)CC2)cc1
-3%[76.3 µM]	CCc1nn(CC(=O)N2CCC(C(N)=O)CC2)c(=O)c2cc3occc3n12
-2%[76.3 µM]	Cc1cc(OCC(=O)NC2CCN(Cc3ccccc3)CC2)c2c(C)cc(=O)oc2c1
9%[76.3 µM]	COc1ccc(C2C3=C(CCCC3=O)N(CC(=O)O)C3=C2C(=O)CCC3)cc1Cl
5%	O=C(CCCCCn1nnc2ccccc2c1=O)Nc1ccccc1Cl
5%[76.3 µM]	COc1ccc(NC(=O)C#Cc2ccccc2)cc1
5%	CCC(=O)Nc1ccc2c(c1)Cc1cc(NC(=O)CC)ccc1-2

Some of the entries so far, with bars between the fields:
Compound | GAA glycogen mod
Cc1ccc(C(=O)CC2(O)C(=O)N(CCc3ccccc3)c3ccc(Br)cc32)cc1 (stereo not given) | -11%[76.3 µM]
COc1ccc(N2CCN(C(=O)COc3cccc4ccccc34)CC2)cc1 | 0%[76.3 µM]
CCc1nn(CC(=O)N2CCC(C(N)=O)CC2)c(=O)c2cc3occc3n12 | -3%[76.3 µM]
Cc1cc(OCC(=O)NC2CCN(Cc3ccccc3)CC2)c2c(C)cc(=O)oc2c1 | -2%[76.3 µM]
COc1ccc(C2C3=C(CCCC3=O)N(CC(=O)O)C3=C2C(=O)CCC3)cc1Cl | 9%[76.3 µM]
O=C(CCCCCn1nnc2ccccc2c1=O)Nc1ccccc1Cl | 5%
COc1ccc(NC(=O)C#Cc2ccccc2)cc1 | 5%[76.3 µM]

New compounds follow.
GAA glycogen mod	SMILES
10%[76.3 µM]	Cc1ccc(C)c(CS(=O)(=O)c2cn(CC(=O)N(C(C)C)C(C)C)c3ccccc23)c1
-1%[76.3 µM]	CN(C1CCCCC1)S(=O)(=O)c1cccc2nsnc12
?	Cc1ccc(/C=N/Nc2nncn2N)cc1
16%[76.3 µM]	COc1ccccc1OCC(=O)NCc1nc(-c2ccc(Cl)cc2)no1
15%[76.3 µM]	Cc1cc(C)c2c(=O)cc(C(=O)Nc3ccccc3Cl)oc2c1
1%	COCCn1c(SCC(=O)N2CCOCC2)nnc1-c1ccncc1
4%	CCCN(CC(=O)Nc1ccccc1OC)C(=O)c1ccncc1
9%	CCCOc1ccc(C(O)(CCN2CCCCC2)c2ccccc2OC)cc1 (stereo not given)
